Compound activity (PubChem)
Pf Dd2 inh – qHTS Primary assay for Inhibitors of Plasmodium falciparum Dd2 growth in vitro. P. falciparum Dd2 growth, SYBR Green, 72 h. actives 4.3% (n = 120,000). Potency, µM (doses to about 28.9 µM), for inactives: at the top dose activity, negative = inhibition, actives largely listed as inhibitors. AID 1347417, 2020; active = well fitted inhibition curve with a large enough effect; inconclusive = small, poorly fitted or top-dose-only effect; inactive = no such curve, though single readings can be large or run the other way;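 note: plate controls were DMSO vehicle for no effect and reference drug for full effect; nearly all actives have a fitted effect of over 65% in size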
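Readout: SYBR Green fluorescence, 485 nm excitation, 535 nm emission, after ~16 h lysis at 37C. Before that, Dd2-infected red cells (2.5% hematocrit) grew 72 h with compound, 29 uM top final concentration.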
An asterisk follows results filed as active; i = inactive; ? = inconclusive; [ ] = dose if it differs, or a comment. Potency is the fitted concentration of half-maximal effect. An excerpt, so the mix of outcomes need not match the whole.

SMILES	Pf Dd2 inh
O=S(=O)(c1ccccc1)N1CCC(n2cc(-c3cncnc3)nn2)CC1	-12%
COCCn1nc2n(c1=O)CCN(C(=O)c1ccc(OC)nc1OC)CC2	54%[activator]
NC(=O)c1cccc(NC(=O)c2cccc(CN3CCNC(=O)C3)c2)c1	-18%
CCCc1noc(-c2cccn3c(CNC(=O)Cc4ccccc4Cl)nnc23)n1	i
COc1cccc(CNC(=O)c2ccc3c(c2)sc2nc(-c4ccccc4)cn23)c1OC	?
O=C(Nc1ccccc1)N1CCC(N2CC3CC(C2)[C@H]2CCCC(=O)N2C3)CC1 (stereo partly specified)	1%
CCC1=C(c2ccc(C)cc2)S(=O)(=O)N=C1N1CCC(C(=O)N2CCCCC2)CC1	7%
COc1cc2c(cc1OC1CCCC1)NC(=O)C21CCN(c2ncccn2)CC1	-7%[44.1 µM]
CCOc1cc(C(=O)NC2CCN(c3cc(-c4ccccc4)[nH]n3)C2)cc(OCC)c1OCC (stereo unspecified)	5µM*
c1cc(CN2CCc3c(sc4ncnc(N5CCCC5)c34)C2)ccn1	?
Cn1c([C@H]2CCN(Cc3ccccc3)C2)nc2ccccc21	i
COCCOC1CCOC2(CCN(C(=O)Nc3cccc(C)c3)CC2)C1 (stereo unspecified)	19%
Cc1nc(CCCNC(=O)c2cc(S(N)(=O)=O)ccc2F)sc1C	12%
O=C(NCc1cccc(F)c1)c1ccc(N2CC3CC(C2)[C@H]2CCCC(=O)N2C3)nc1 (stereo partly specified)	i
O=C(O)c1coc(CN2C[C@@H](C(=O)O)[C@H](C3CC3)C2)n1	-5%
CCCN(C)C(=O)Cc1ccc(N(Cc2ccc(F)cc2)C(=O)c2ccco2)cc1	-1%
COc1ccc(C(=O)Nc2ccc3nc(SCC(=O)N4CCCC4)sc3c2)cc1	?
Cn1nc(C2CCNC2)c2c(C(=O)NCC(F)(F)F)cc(C3CC3)nc21 (stereo unspecified)	?
CN1CCN(C(=O)C2CCc3nc(N4CCN(C(=O)C5CCC5)CC4)sc3C2)CC1 (stereo unspecified)	?
O=c1ncn(Cc2ccccc2)c2ccc(NCCOc3ccccc3)nc12	i

The list goes on, starting with the last two of the part before.
SMILES	Pf Dd2 inh
CN1CCN(C(=O)C2CCc3nc(N4CCN(C(=O)C5CCC5)CC4)sc3C2)CC1 (stereo unspecified)	?
O=c1ncn(Cc2ccccc2)c2ccc(NCCOc3ccccc3)nc12	i
CC(C)CN1CC(CNC(=O)c2ccc(Oc3ccccc3)cc2)Oc2ccnc(-c3ccc(OCC(=O)O)cc3)c2C1=O (stereo unspecified)	?
N#Cc1cccc(NC(=O)N[C@H]2[C@H](O)[C@@H](N3CCCC3)[C@@H]3OC[C@H]2O3)c1	i
O=C(NCc1ccncc1)C1CN(S(=O)(=O)c2ccccc2)CC12CCCCC2 (stereo unspecified)	?
CCN1CCN(CCNC(=O)C2CCN(C(=O)N3CC4CC(C3)[C@H]3CCCC(=O)N3C4)CC2)CC1 (stereo partly specified)	27%
CCOC(=O)N1CCc2c(sc3c2c(=O)n(CCc2ccccc2)c(=O)n3Cc2cc(C)ccc2C)C1	?
O=C1NC(=NC2CCCCC2)C2(CCCN(CC3CC3)C2)N1c1cccnc1 (stereo unspecified)	?
CC1=C[C@@H](CNC(=O)c2ccccn2)[C@H](C(C)C)C[C@H]1CC(=O)N1CCCC1	?
COc1ccc(C(=O)NC2CCN(c3cn[nH]c(=O)c3)CC2)cc1OC	9%
CN(C(=O)C1C2C(=O)N(C3CCCCCC3)C[C@@]23C=C[C@@H]1O3)C1CCSCC1 (stereo partly specified)	8%
Cc1ccc(S(=O)(=O)Nc2cc3c(cc2N2CCOCC2)n(C)c(=O)n3C)c(C)c1	?
O=C(Cn1nc(Cc2cccnc2)c2ccccc2c1=O)N1CCN(c2ccc(F)cc2)CC1	10%
Cc1cc(-c2nccc3c(=O)cc(N(C)C)oc23)ccn1	?
Cc1nn2c(c1-c1ccccc1OCc1ccccc1)N(Cc1ccccc1)CCC2	?
CCNC(=O)N1CCOc2ccc(CN3CCc4ccccc4C3)cc2C1	i
O=c1c2nc(N3CCC(c4ccccc4)CC3)ccc2ncn1C1CC1	-12%[44.1 µM]
O=C(c1ccc(OC2CCN(C(=O)c3ccco3)CC2)nc1)N1CCOCC1	3%
CCOC(=O)c1c(C)[nH]c(C)c1S(=O)(=O)N1CCC(C(=O)Nc2cc(C)ccn2)CC1	10%
O=C1Nc2ccccc2O[C@H]2C[C@@H]1N(Cc1ccccn1)C2	11%[44.1 µM]
CCNC(=O)N(C1CC1)C1CCOC2(CCN(C(=O)NCc3ccc(C)cc3)CC2)C1 (stereo unspecified)	-2%
Cc1nc(N(C)C)ncc1C(=O)NC(C(=O)O)c1c(C)n[nH]c1C (stereo unspecified)	11%

4 records drawn at random from the list so far:
SMILES	Pf Dd2 inh
CC1=C[C@@H](CNC(=O)c2ccccn2)[C@H](C(C)C)C[C@H]1CC(=O)N1CCCC1	?
CCN1CCN(CCNC(=O)C2CCN(C(=O)N3CC4CC(C3)[C@H]3CCCC(=O)N3C4)CC2)CC1 (stereo partly specified)	27%
Cc1ccc(S(=O)(=O)Nc2cc3c(cc2N2CCOCC2)n(C)c(=O)n3C)c(C)c1	?
O=C1Nc2ccccc2O[C@H]2C[C@@H]1N(Cc1ccccn1)C2	11%[44.1 µM]

More records
SMILES	Pf Dd2 inh
CCOC(=O)c1cccc(NC(=O)c2ccc3c(Cl)c4c(nc3c2)CCC4)c1	14%
O=C(c1cc(CN2CCOCC2)on1)N1CCc2c(nc3cc(-c4ccccc4)[nH]n3c2=O)C1	1%[5.79 µM]
COc1ccc(-c2noc([C@@H]3C[C@H](NS(=O)(=O)c4ccc(F)cc4)CN3C)n2)cc1	?
Cc1cnc(C2CC2)n1CCNS(=O)(=O)c1cc(F)cc(F)c1	?
Cc1cccc(C)c1NC(=O)C(=O)NCC(c1cccnc1)N1CCc2ccccc21 (stereo unspecified)	?
O=C1N(Cc2ccccc2)CCOC12CCN(Cc1cc(F)ccc1F)CC2	i
Cc1c(Cl)cccc1NC(=O)C(C)N(c1ccccc1)S(C)(=O)=O (stereo unspecified)	7%
COc1ccc(NC(=O)CCc2c(C)nc3cc(-c4cccc(F)c4)nn3c2C)cc1Cl	24%
Cc1ccccc1-c1nc(CS(=O)CC(=O)N2CCN(c3cc(Cl)ccc3C)CC2)c(C)o1 (stereo unspecified)	8%
COC(=O)[C@@H]1Cc2ncn(C)c2CN1S(=O)(=O)c1ccc(OC)cc1	?
CCOC(=O)c1c(C)oc2ncnc(Nc3ccc(F)cc3Cl)c12	-1%
O=C(N1CCCC1)N1CCn2c(nnc2-c2cncc(Br)c2)C1	-21%
C#C[C@H]1CN2CC[C@H]1C[C@@H]2COC(=O)Nc1ccc(Br)cc1	i
CCCN(CC1CCOC1)S(=O)(=O)c1ccc(Br)cc1 (stereo unspecified)	i[5.79 µM]
Fc1ccc(-c2cc(CC3(NCc4cccnc4)COC3)no2)cc1	-11%[44.1 µM]
CN(C)CCCC(=O)N1CCC2(CC1)CN(C(=O)Cc1ccc(O)cc1)CCO2	9%
CN(CC1CCCCC1)C1CCc2nn(C)c(=O)n2CC1 (stereo unspecified)	-13%
COc1cccc(CC(=O)N2CCC3(CC2)OC(=O)N(Cc2csc(C)n2)C3(C)c2ccccc2)c1 (stereo unspecified)	4µM*
O=C(O)C(=O)N1C[C@@H]2C[C@H](C1)c1ccc(NS(=O)(=O)c3ccccc3)c(=O)n1C2	14%[44.1 µM]
Cc1nn(-c2ccccc2[N+](=O)[O-])c(C)c1[C@@H]1C=C[C@@H](NCc2ccc(F)cc2)C1	?
CC(=O)Nc1ccc(C2(C(=O)NCc3cccc(F)c3)CCC2)cc1	2%
COCc1noc([C@@H]2CC(F)(F)CN2C(=O)Cc2cccc(F)c2)n1	-14%
O=C(c1ccc(F)cc1F)N1CCC(c2noc(-c3ccc(S(=O)(=O)N4CCCC4)cc3)n2)CC1	-12%
Cc1ccc(NC(=O)Cn2ccn3nc4c(c3c2=O)CCCCC4)cc1C	i
CCn1ccc(C(=O)N2CCCCCCN(C)C(=O)[C@@H]3CCC[C@@H]32)n1	11%
CCc1nn2c(=O)cc(COC(=O)C(CC)c3ccccc3)nc2s1 (stereo unspecified)	23%
Cc1ccc(NS(=O)(=O)c2c(C)nc3sc(C)c(C)n3c2=O)cc1F	27%
CNc1nc2c(c(C(=O)N3CCCC3)n1)CN(CCC(C)c1ccc(C)o1)CC2 (stereo unspecified)	?
Cc1nc(C)c(C(=O)N2CCC(Oc3ccc(-c4noc(-c5ccccc5)n4)cc3)C2)s1 (stereo unspecified)	?
O=C(CSc1n[nH]c(-c2ccc(F)cc2)n1)N1CCN(c2ccc(F)cc2)CC1	3%
COc1ccc(C(=O)Nc2nnc(C)s2)cc1	17%
CCc1ccc2c(c1)NC(c1cccs1)=NC(c1ccc(F)cc1)=N2	-7%
COc1cccc(-n2ccnc2SCC(=O)Nc2cccc(C)c2C)c1	23%
Cn1ccnc1CN1C(=O)CO[C@H]2CN(C(=O)c3cccnc3)C[C@H]21	i
Cc1nn(C)c(C)c1CCN(C)C(=O)CCC1CCN(C(=O)c2ccccc2F)CC1	-20%
CCc1ccc(C2CC(=O)c3c([nH]c(C(=O)OCC4CCCCC4)c3C)C2)cc1 (stereo unspecified)	?
O=C(c1ccco1)N1C[C@@H](CO)[C@H](c2ccncc2)C1	9%
Cc1ccc(-c2noc(CNC(=O)COc3cc(C)c(Br)c(C)c3)n2)cc1	-6%
COc1cc2c(cc1CCc1ccccc1)N([S+](=O)([O-])c1cn(C)cn1)CC21CCN(C(C)=O)CC1	i
O=C1NC(=NC2CCCC2)C2(CCN([S+](=O)([O-])c3ccccc3)C2)N1c1cccnc1 (stereo unspecified)	13%

The last 6 entries of the part before are carried over, then new ones follow:
SMILES	Pf Dd2 inh
Cc1nn(C)c(C)c1CCN(C)C(=O)CCC1CCN(C(=O)c2ccccc2F)CC1	-20%
CCc1ccc(C2CC(=O)c3c([nH]c(C(=O)OCC4CCCCC4)c3C)C2)cc1 (stereo unspecified)	?
O=C(c1ccco1)N1C[C@@H](CO)[C@H](c2ccncc2)C1	9%
Cc1ccc(-c2noc(CNC(=O)COc3cc(C)c(Br)c(C)c3)n2)cc1	-6%
COc1cc2c(cc1CCc1ccccc1)N([S+](=O)([O-])c1cn(C)cn1)CC21CCN(C(C)=O)CC1	i
O=C1NC(=NC2CCCC2)C2(CCN([S+](=O)([O-])c3ccccc3)C2)N1c1cccnc1 (stereo unspecified)	13%
COCCNC(=O)c1cc(-c2ccccc2OC(F)(F)F)cc2ncn(C)c12	24%[44.1 µM]
CN1C(=O)CC[C@]2(C(=O)NCc3ccccc3Cl)CCCC[C@@H]12	1%
Cc1ccc(NC(=O)Cn2c(=O)ccc3cc(S(=O)(=O)N4CCC(C)CC4)ccc32)c(C)c1	-1%
O=C(c1ccccc1F)N1CC2CC(C1)[C@H]1CCCC(=O)N1C2 (stereo partly specified)	-5%
COc1ccc(Cl)cc1NC(=O)c1cn(C2CCCCC2)c(=O)c2c1c1ccccc1n2C	?
Cc1cccn2c(=O)cc(COc3ccc(NC(=O)c4cccc(F)c4)cc3)nc12	25%
Cn1ccc2c(C(=O)NCc3cccnc3)nc(-c3ccc(F)cc3)cc21	?
COCCN1C(=O)CO[C@H]2CN(c3nccc(OC)n3)C[C@H]21	-2%[44.1 µM]
CC(=O)Nc1ccccc1-c1nc2ccccc2n(CC(=O)c2ccc(C)c(C)c2)c1=O	-21%
O=C(c1ccc2c(c1)N(Cc1ccc(F)cc1)CCS2)N1CCN(c2ccccc2)CC1	10µM*
CCOC(=O)c1c(C)[nH]c(C)c1S(=O)(=O)NCC(=O)N(C)c1ccc(C)c(C)c1	?
Cc1ccc(CN(C(=O)COc2cccc([N+](=O)[O-])c2)c2ccccn2)cc1	i
COc1ccc(-c2cc(N3CCCN(C(=O)c4ccc5ncccc5c4)CC3)n[nH]2)cc1	i
COC(=O)c1ccccc1NC(=O)Cn1cccc1-c1nc(-c2ccc(OC)c(F)c2)no1	16%
CCN(CCN(C)C)C(=O)c1ccc2c(c1)C(O)CCCCCN2CCOC (stereo unspecified)	-23%
CCC1(N2CCN(C(=O)c3cc(Cl)ccc3OC)CC2)CCN(C(=O)NC)C1 (stereo unspecified)	i
Cc1ccc(C(=O)N2CCC(C(NC(=O)CC(C)C)C(=O)N3CCCCC3)CC2)cc1 (stereo unspecified)	i
CCNC(=O)N[C@H]1C[C@@H](c2nc(-c3ccc(OC(F)(F)F)cc3)no2)N(C)C1	?
O=C(CN1CC2CC(C1)[C@H]1CCCC(=O)N1C2)N1CCCCCC1 (stereo partly specified)	-1%
O=C(COc1cccc(-c2nnc3n2CCCC3)c1)NCc1ccccc1	i
CC1=NS(=O)(=O)N(C)C=C1C(=O)OCc1nc(Cc2ccc(C)cc2)no1	-10%
FC(F)(F)c1cccc(-c2noc(-c3ccc(NCCN4CCOCC4)nc3)n2)c1	?
OCc1ccc(CN[C@H]2[C@H](O)[C@@H](N3CCC(Cc4ccccc4)CC3)[C@@H]3OC[C@H]2O3)o1	i
Cc1ccc(OCC(=O)Nc2sc3c(c2C(N)=O)CCCC3)c(C(C)(C)C)c1	?
O=[S+]([O-])(c1cccs1)N1CCCC2(CC(c3ccccn3)=NO2)C1 (stereo unspecified)	1%
CC(C)(O)C#Cc1ccc(CN2CCCC(CCC(=O)Nc3ccccc3F)C2)s1 (stereo unspecified)	-7%
COc1ccc(O[C@H]2COCCN(S(=O)(=O)c3c(C)noc3C)C2)cc1	-25%[44.1 µM]
O=C(NCC1CCOCC1)c1ccoc1	13%
Cc1ccc(C(=O)NCC2CCOCC2)cn1	32%
Cn1cc(-c2cnc3[nH]cc(CC(=O)Nc4cccnc4)c3c2)cn1	?
